High-throughput results: PubChem, Johns Hopkins Ion Channel Center
KCNK9 block: inhibitors of human KCNK9 two-pore domain potassium channel. Q9NPC2. HEK293 KCNK9, FluxOR thallium flux fluorescence; stronger effect = lower value. B-score at 10 µM. 310,000 tested, 1.2% active;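 active means ratio B-score over 3 SD below the library mean, with starting fluorescence within 5 SD of its mean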;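 further: negative B-score means less thallium flux so channel inhibition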
TMEM16A inh: inhibitors of mouse TMEM16A calcium-activated chloride channel. Q8BHY3. HEK293 TMEM16A/YFP iodide influx fluorescence, ionomycin. normalized B-score (activity score, 25-100; higher = stronger inhibition) at 10 µM. 310,000 tested, 1.2% active;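 active means ratio plate-corrected score three or more library SD toward inhibition, starting fluorescence score within five deviations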;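 further: score derived from kinetic fluorescence span divided by baseline fluorescence per well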
TMEM16A act: activates or potentiates the mouse TMEM16A chloride channel; HEK293 TMEM16A/YFP-H148Q/I152L, iodide quench fluorescence; stronger effect = lower value; B-score at 10 µM; 340,000 tested, 0.3% active;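 active means fluorescence-ratio B-score plate-corrected deviation score at least 3 library SD below zero, with starting fluorescence score within 5 deviations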;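 further: channel opened by trigger with iodide after compound preincubation; score built on the fluorescence ratio of max minus min over baseline; more negative score means more quench and so TMEM16A activation or potentiation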
KCNQ1 act: potentiates or activates the human KCNQ1 potassium channel; P51787; CHO-K1 KCNQ1, thallium flux FluxOR fluorescence; stronger effect = higher value; B-score at 10 µM; 310,000 tested, 0.35% active; AID 2648;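 active means fluorescence ratio B-score, a plate-corrected score, at least three library SD, with initial intensity B-score within 5 SD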
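System: Stable KCNQ1 CHO-K1 line | Incubation: 90 min dye loading and 20 min compound exposure, both at room temperature | Measure: Ratio B score | Medium: Assay buffer for compound exposure, DMSO matched across wells | Compound dosing: Single-concentration screen | Probe or stimulus: K+/Tl+ depolarizing stimulus | Measured by: Kinetic FluxOR fluorescence, 10 s baseline plus 110 s post-stimulus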
RGS4 act: RGS4 potentiation or activation | HEK293 M3R/inducible RGS4, carbachol calcium flux Fluo4; stronger effect = lower value | B-score at 10 µM | 310,000 tested, 0.92% active | AID 463111;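 active means B-score of the integrated calcium signal more than 4 SD below the library mean, with starting fluorescence not abnormally high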;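 further: negative B-score means reduced calcium response which marks RGS4 activation or potentiation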
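Material: M3R-expressing HEK293 line, RGS4 induced by doxycycline | Schedule: Overnight RGS4 induction, 30 min dye load 37 °C, 20 min compound RT | Measured by: Fluo4 fluorescence kinetic imaging of calcium | Read-out: Integrated calcium ratio converted to B score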
RGS4 inh: inhibitors of human RGS4; HEK293 M3R/RGS4 inducible, Fluo-4 calcium flux; stronger effect = higher value; triggered by carbachol at its EC20; P49798; 310,000 tested, 0.45% active; B-score at 10 µM;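 active means B-score, a plate-corrected calcium signal, over three deviations above library mean, with baseline fluorescence within five deviations of library mean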;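 further: RGS4 expression induced by doxycycline in cells with stable M3 receptor; B-score is computed from the integrated fluorescence ratio over baseline after carbachol; higher B-score means a larger calcium signal and so more RGS4 inhibition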
hERG rescue: hERG (human) protection from proarrhythmic block. activation (rescue from dofetilide block), less the hit threshold, % at 10 µM. AID 1511. 310,000 tested, 0.51% active. CHO-hERG, FluxOR thallium flux, dofetilide IC70 present;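 active means activation above the mean of controls blocked by dofetilide plus 5 SD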;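 further: thallium influx through hERG after potassium depolarization seen as dye fluorescence rise; in these data hits start at about 4.7%; inactives centre near -7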
Target sequence (Q12809 whole entry, looked up): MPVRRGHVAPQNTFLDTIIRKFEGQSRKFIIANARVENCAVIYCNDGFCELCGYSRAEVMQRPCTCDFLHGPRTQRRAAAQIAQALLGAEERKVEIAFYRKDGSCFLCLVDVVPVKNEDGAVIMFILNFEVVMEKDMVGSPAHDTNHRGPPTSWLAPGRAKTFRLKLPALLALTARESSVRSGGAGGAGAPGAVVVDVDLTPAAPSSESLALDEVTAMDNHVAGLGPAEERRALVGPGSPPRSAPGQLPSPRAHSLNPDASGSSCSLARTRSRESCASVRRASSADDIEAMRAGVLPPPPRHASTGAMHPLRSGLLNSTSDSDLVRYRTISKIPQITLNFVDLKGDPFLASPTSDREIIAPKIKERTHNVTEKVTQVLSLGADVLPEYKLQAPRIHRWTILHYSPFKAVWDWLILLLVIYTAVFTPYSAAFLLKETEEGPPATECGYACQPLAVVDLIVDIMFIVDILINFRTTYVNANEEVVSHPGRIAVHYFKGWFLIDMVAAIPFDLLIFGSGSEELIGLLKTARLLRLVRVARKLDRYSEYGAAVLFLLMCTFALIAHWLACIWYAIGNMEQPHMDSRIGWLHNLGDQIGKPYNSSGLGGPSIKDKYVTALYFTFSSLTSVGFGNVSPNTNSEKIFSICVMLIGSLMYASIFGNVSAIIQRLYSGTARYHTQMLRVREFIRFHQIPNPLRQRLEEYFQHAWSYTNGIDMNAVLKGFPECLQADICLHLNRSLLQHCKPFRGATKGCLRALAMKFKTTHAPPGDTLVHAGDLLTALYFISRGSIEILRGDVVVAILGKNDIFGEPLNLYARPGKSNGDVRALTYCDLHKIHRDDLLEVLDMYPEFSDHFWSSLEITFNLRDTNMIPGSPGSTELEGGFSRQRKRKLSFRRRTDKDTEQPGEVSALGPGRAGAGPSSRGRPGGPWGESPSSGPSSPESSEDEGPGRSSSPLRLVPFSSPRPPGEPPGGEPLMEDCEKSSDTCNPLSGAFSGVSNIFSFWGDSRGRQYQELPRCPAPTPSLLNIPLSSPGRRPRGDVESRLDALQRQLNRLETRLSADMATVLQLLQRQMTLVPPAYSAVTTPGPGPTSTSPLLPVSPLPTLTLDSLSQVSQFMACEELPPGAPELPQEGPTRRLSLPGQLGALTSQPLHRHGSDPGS
KCNQ1 inh: inhibitors of human KCNQ1 potassium channel | CHO-K1 KCNQ1, FluxOR thallium flux fluorescence; stronger effect = higher value | B-score at 10 µM | 310,000 tested, 1.3% active;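 active means compounds whose thallium flux B-score, printed positive for inhibition, exceeds three library SD while starting fluorescence stays within three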;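 further: channel opened by potassium depolarization with thallium stimulus after 20 min compound exposure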
MrgX1 ag: human MrgX1 receptor agonism, primary screen; Q96LB2; MrgX1-HEK293 cells, Fluo-4 calcium fluorescence, agonist mode; stronger effect = higher value; B-score at 10 µM; 310,000 tested, 0.44% active; AID 588627;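 active means calcium response B-score plate-corrected fluorescence ratio at least 3 library SD, with starting fluorescence B-score inside 5 SD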
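Assay system: stable human MrgX1 HEK293 cell line. Quantity: 15,000 cells per well. Schedule: cells plated overnight, dye loaded 0.5 h 37 °C, 0.5 h room temperature. Detection: Fluo-4 NW calcium-flux fluorescence, kinetic read. Read-out basis: peak-minus-minimum fluorescence over baseline, converted to B scores. Control set: positive and negative control wells on each plate.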
KCNK3 block: human KCNK3 channel inhibition, primary screen; O14649; CHO-KCNK3 thallium flux, FluxOR fluorescence; stronger effect = lower value; B-score at 10 µM; 340,000 tested, 0.84% active;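 active means B-score under library mean minus 4 SD, starting fluorescence ratio at most library mean plus 5 SD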;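 further: more negative B-score means stronger inhibition of thallium flux through KCNK3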
MrgX1 allo act: allosterically activates human MrgX1 receptor signaling; Q96LB2; MrgX1-HEK293, Fluo-4 calcium flux, FDSS; stronger effect = higher value; B-score at 10 µM; 310,000 tested, 0.63% active;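 active means plate-corrected calcium response at least 3 library SD above typical, normal starting fluorescence, not activating the receptor alone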;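 further: compound read alongside a low EC10 to EC30 dose of BAM8-22 agonist; peak minus trough fluorescence over baseline measured at the second addition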
* hit, by the source's call; i = inactive; . = not tested or not shown. Compounds were not picked by outcome; about 6.3% have a hit in one of these screens.

Values run as follows: KCNQ1 act	TMEM16A act	KCNQ1 inh	TMEM16A inh	KCNK9 block	MrgX1 allo act	MrgX1 ag	hERG rescue	RGS4 inh	KCNK3 block	RGS4 act
- CCOCC(=O)Nc1ccccc1C(=O)N1CCOCC1
 : i	i	i	i	i	i	i	1	i	i	i
- CCCCC(=O)Nc1ccc2c3c(cccc13)CC2
 : i	i	i	i	i	i	i	-2	i	i	i
- CCOc1cc(CNCc2ccccn2)cc(Cl)c1OCC
 : i	i	i	i	i	i	i	2	i	i	i
- O=C(O)c1ccccc1/C=N/NC(=S)NC1CCCCC1
 : i	i	i	i	i	i	i	-10	i	i	i
- CNC(=S)N(CCCO)Cc1cc2cc3c(cc2[nH]c1=O)OCO3
 : i	i	i	i	i	i	i	-11	i	i	i
- Cc1ccc(CC2S/C(=N/c3ccccn3)NC2=O)cc1 (centres undefined)
 : i	i	i	i	i	i	i	-8	i	i	i
- CC(C)Cc1nc(SCc2cccnc2)c2c(=O)n(C)c(=O)n(C)c2n1
 : i	i	i	i	i	i	i	-7	i	i	i
- CCN(CC)S(=O)(=O)c1ccc(N2CCOCC2)c(NC(=O)CC(C)(C)C)c1
 : i	i	i	i	i	i	i	-8	i	i	i
- O=C(Cn1cnc2ccccc2c1=O)NCc1ccco1
 : i	i	i	i	i	i	i	-4	i	i	i
- N#Cc1cc(C(=O)c2cc(Br)ccc2O)cn(C2CCCCC2)c1=O
 : i	i	i	i	i	i	i	-10	i	i	i
- COc1ccccc1-c1cc(C(=O)N/N=C/c2cccs2)c2ccccc2n1
 : i	i	i	i	i	i	i	-7	i	-9.4*	i
- CCn1cc(SCC(=O)N2CCc3ccccc32)c2ccccc21
 : i	i	i	i	i	i	i	-7	i	i	i
- CN(C)S(=O)(=O)c1cccc(NC(=O)CSc2cccc3cccnc23)c1
 : i	i	i	i	i	i	i	-19	i	i	-7.3*
- CCCCn1c2nc3ccccc3nc2c2c(=O)n(C(C)CC)cnc21 (centres undefined)
 : i	i	i	i	i	i	i	-7	i	i	i
- C/C(=N\Nc1ccccc1[N+](=O)[O-])c1ccc(N2CCOCC2)cc1
 : i	i	i	i	i	i	i	-1	i	i	i
- Cc1ccc(S(=O)(=O)N(CC(=O)Nc2cccc([N+](=O)[O-])c2)C(=O)N2CCN(C)CC2)cc1
 : i	i	i	.	i	.	.	-3	i	i	i
- O=C(CS(=O)(=O)c1ccccc1)Nc1ncc([N+](=O)[O-])s1
 : i	i	i	i	i	i	i	-9	i	i	i
- COc1cccc(C(=O)Cn2c(NCCCO)nc3ccccc32)c1
 : i	i	i	i	i	i	i	-3	i	i	i
- O=C(O)C1CCCCC1C(=O)Nc1nc(-c2cccs2)cs1 (centres undefined)
 : i	i	i	i	i	i	i	-2	i	i	i
- Cc1ccc(C)c(N2CN(Cc3ccco3)CNC2=S)c1
 : i	i	i	i	i	i	i	-7	i	i	i
- COc1ccccc1OCCCC(=O)NCc1ccco1
 : i	i	i	i	i	i	i	0	i	i	i
- Cc1ccc(-c2nnc(OCC3CCCO3)c3ccccc23)cc1 (centres undefined)
 : i	i	i	i	i	i	i	-9	i	i	i
- O=S(=O)(Cc1ccccc1)N1CCN(c2ccccc2)CC1
 : i	i	i	i	i	i	i	-13	i	i	i
- Cc1c(-c2nc(-c3ccc(C(C)(C)C)cc3)no2)n(C)oc1=O
 : i	i	i	i	i	i	i	-13	i	i	i
- COc1ccc(NC(=O)N2CCCC2C(=O)Nc2ccccc2)cc1 (centres undefined)
 : i	i	i	i	i	i	i	-7	i	i	i
- CCOc1ccc(/C=C2\SC(=S)N(NS(=O)(=O)c3ccccc3)C2=O)cc1OC
 : i	i	i	i	i	i	i	-24	i	i	i
- COc1ccc(SCc2noc(C(=O)NCC3CCCO3)c2C(=O)O)cc1 (centres undefined)
 : i	i	i	i	i	i	i	-6	i	i	i
- CCOC(=O)C1(CCOc2ccccc2)CCN(Cc2cccc3nonc23)CC1
 : i	i	i	i	i	i	i	-7	i	i	i
- Cc1ccc(C(=O)OCC(=O)N(C)c2ccccc2)c(C)c1
 : i	i	i	i	i	i	i	-10	i	i	i
- Cc1c(NC(=O)/C(C#N)=C/c2ccccc2)c(=O)n(-c2ccccc2)n1C
 : i	i	i	i	i	i	i	-13	i	i	i
- CC(C)NCCOc1cccc(Br)c1
 : i	i	i	i	i	i	i	-7	i	i	i
- CC(C)N1CC2(c3ccccc3)CN(C(C)C)CC(c3ccccc3)(C1)C2=O
 : i	i	i	i	i	i	i	-2	i	i	i
- CN(C)CCn1c2c(c(SCC(=O)NCc3ccccc3)nc1=O)CCC2
 : i	i	i	i	i	i	i	-10	i	i	i
- Nc1nc(Br)c2c(F)cccc2c1-c1ccc(Cl)cc1
 : i	i	i	i	i	8.3*	i	1	i	i	i
- CN(C)c1ccc(C(CNS(=O)(=O)c2ccc3ccccc3c2)N2CCOCC2)cc1 (centres undefined)
 : i	i	i	i	i	i	i	-7	5.2*	i	i
- CCOc1ccc(NC(=S)NC(C)C(c2ccccc2)N2CCN(C)CC2)cc1 (centres undefined)
 : i	i	i	i	i	i	i	-21	i	i	i
- Cc1ccnc(NS(=O)(=O)c2ccc(NC(=O)c3cc(-c4ccc(Br)cc4)nc4ccccc34)cc2)n1
 : i	i	i	i	i	i	i	-12	i	i	i
- Nc1nc2ccccc2n1/N=C/c1ccc2c(c1)OCO2
 : i	i	i	i	i	i	i	-12	i	i	i
- N#CC1=C(SCC(=O)Nc2ccccc2)NC(=O)CC1c1ccco1 (centres undefined)
 : i	i	i	i	i	i	i	-11	i	i	i
- CC(=O)Nc1ccc(S(=O)(=O)NC(CC(=O)NCCCN2CCOCC2)C(C)C)cc1 (centres undefined)
 : i	i	i	i	i	i	i	-6	i	i	i
- O=C1NC(c2ccccc2)(C(F)(F)F)SC2=NCCCN12 (centres undefined)
 : i	i	i	i	i	i	i	-15	i	i	i
- O=C(Nc1ccc2c(c1)C(=O)NC2=O)c1cccc(Cl)c1
 : i	i	i	i	i	i	i	-7	i	i	i
- N/C(=N\OS(=O)(=O)c1ccc2ccccc2c1)c1ccncc1
 : i	i	i	i	i	i	i	-6	i	i	i
- CCc1ccc(-c2nc(CN3CCC(C(=O)N4CCN(c5ccccn5)CC4)CC3)c(C)o2)cc1
 : .	i	.	i	.	i	i	.	.	i	.
- CCOc1ncccc1C(=O)OCC(=O)NC1CC1
 : i	i	i	i	i	i	i	-1	i	i	i
- CN(C)C/C=C/C(O)(c1ccccc1)c1ccccc1
 : i	i	i	i	i	i	i	-6	i	i	-9.3*
- Cc1csc(NC(=O)C(CC(C)C)NS(=O)(=O)c2ccc3c(c2)oc(=O)n3C)n1 (centres undefined)
 : i	i	i	i	i	i	i	-8	i	i	i
- CCC(=O)NC(=S)Nc1cccc(NC(=O)c2ccccc2)c1
 : i	i	i	i	i	i	i	-6	i	i	i
- CC1CCCC(C)N1/N=C/c1ccc(C#N)cc1 (centres undefined)
 : i	i	i	i	i	8.4*	i	-14	i	i	i
- Cc1nc(SCC(=O)Nc2ccc(Cl)cc2[N+](=O)[O-])nc(C)c1C
 : i	i	i	i	i	i	i	-5	i	i	i

Look-ups from the results shown.
In hERG rescue, O=C(Nc1ccc2c(c1)C(=O)NC2=O)c1cccc(Cl)c1 is entered as -7
In hERG rescue, Cc1csc(NC(=O)C(CC(C)C)NS(=O)(=O)c2ccc3c(c2)oc(=O)n3C)n1 (centres undefined) is entered as -8

(cont.)
Values run as follows: KCNQ1 act	TMEM16A act	KCNQ1 inh	TMEM16A inh	KCNK9 block	MrgX1 allo act	MrgX1 ag	hERG rescue	RGS4 inh	KCNK3 block	RGS4 act
- COCCn1c(SCC(=O)NCc2ccccc2)nnc1-c1ccco1
 : i	i	i	i	i	i	i	-13	i	i	i
- Cc1ccnc(NS(=O)(=O)c2ccc(-n3cccn3)cc2)c1
 : i	i	i	i	i	i	i	-4	i	i	i
- CCN1CCN(Cc2ccc(NC(=O)c3cc(NC(=O)C4=NN(c5ccccc5)C(=O)C4)cc(OC)c3)cc2C(F)(F)F)CC1
 : i	i	i	i	i	i	i	-5	i	i	i
- COc1ccc2c(c1)CCN(C(=O)CCl)C2C1C(=O)CCCC1=O (centres undefined)
 : i	i	i	i	i	i	i	-8	i	i	i
- O=C(CCC1CCCN(Cc2ccc3c(c2)OCCO3)C1)NCc1ccc(F)c(F)c1 (centres undefined)
 : i	i	i	i	i	i	i	-13	i	i	i
- CCN(CC(=O)Nc1ccc(NC(C)=O)cc1)c1ccc(C(F)(F)F)cn1
 : i	i	i	i	i	9.6*	i	-3	i	i	i
- Cn1c(=O)[nH]c2nnc(-c3ccc(Cl)c(Cl)c3)nc2c1=O
 : i	i	i	i	i	i	i	-8	i	i	-8.9*
- COc1cccc(-c2cc3nc4c(c(N5CCC6(CC5)OCCO6)n3n2)CCC4)c1
 : i	i	i	i	i	i	i	-12	i	i	i
- C=CCNC(=S)N1CCc2[nH]c3ccccc3c2C1
 : i	i	i	i	i	i	i	-4	i	i	i
- Cc1cc(/C=C(\C#N)C(=O)NCC2CCCO2)c(C)n1-c1ccc(Cl)cc1 (centres undefined)
 : i	i	i	i	i	i	i	-14	i	i	i
- CC(C)CNC(=O)c1ccc(COc2ccc(Cl)cc2Cl)o1
 : i	i	i	i	i	i	i	-12	i	i	i
- Cc1ccnc(NC(=O)/C=C/c2ccccc2[N+](=O)[O-])c1
 : i	.	i	i	i	i	i	-5	i	.	i
- Cc1sc(NC(=O)CN2CCCC2)nc1-c1ccc2c(c1)CCN2C(=O)c1cccc(F)c1
 : i	i	i	i	i	i	i	-17	i	i	i
- CN1/C(=C\C(=O)CSc2nnc(NCc3ccccc3)s2)C(C)(C)c2ccccc21
 : i	i	i	i	i	i	i	-28	i	i	i
